RSV antiviral HEp-2 – inhibition of RSV-induced cytopathic effect – HEp-2 cells, primary 10 µM value included (AID 2391). CPE inhibition, % at 10 µM; hits with a dose series show IC50 in µM. 310,000 compounds, 0.13% hits. HEp-2 cells, RSV-induced CPE inhibition; higher % means a stronger effect; in the data active = a potency from the dose series; inconclusive = CPE inhibition mostly from about 23% at the one dose, without a potency; inactive = the rest, 99 in 100 with CPE inhibition below about 21%; note: strong numbers were not always called active
ER stress rescue – protection against thapsigargin-triggered cell killing – 384-well, CSM14.1, ATP luminescence, primary screen (AID 1222); cellular ATP content (survival), % at 20 µM; hits with a dose series show EC50 in µM; CSM14.1 thapsigargin-induced death rescue, ATP luminescence; higher % means a stronger effect; 190,000 tested, under 10 active;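 active = EC50 below 50 µM in the dose-response confirmation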;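 note: death triggered by thapsigargin at about 15 µM added after 2 h compound pretreatment; cell ATP read after overnight thapsigargin exposure of roughly 18 to 22 hours; normalized against plate controls of thapsigargin alone and 5% DMSO vehicle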
TNAP activation fold – human TNAP enzyme activators, primary screen, biochemical, luminescent, no phosphate acceptor, uHTS (AID 1001) | purified TNAP, luminescent activation assay, no phosphate acceptor; higher activation fold means a stronger effect | activation fold at 20 µM; hits with a dose series show EC50 in µM | 200,000 compounds, 0.03% hits; in the data active = activation fold from about 3, or a potency from the dose series; inactive = the rest, 99 in 100 with activation fold below about 1.6; note: many of its hits are not listed in these tables
Insulin prom up – MIN6 insulin promoter up-regulation. MIN6 insulin promoter-GFP reporter, high-content imaging; stronger effect = higher value. z-score at 5 µM. 190,000 compounds, 0.3% hits. AID 1625;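 active = z-score above 3 at 5 µM with at least 500 cells counted in the well; inconclusive = wells under 500 cells, flagged as cytotoxic or low count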
PMI inhibition – human PMI inhibitors, high substrate, primary screen, biochemical, fluorescence intensity, high mannose 6-phosphate (AID 1220). recombinant PMI enzyme, coupled fluorescence intensity; higher % means a stronger effect. one-dose inhibition, % at 20 µM; IC50 in µM for titrated hits. 190,000 compounds, 0.66% hits
PhoP inhibition – PhoP-dependent GFP reporter repression – Salmonella Typhimurium, primary screen (AID 1863) | S. Typhimurium PhoP-regulated promoter GFP reporter, 4 h; higher % means a stronger effect | one-dose inhibition, % at 50 µM; IC50 in µM for titrated hits | 300,000 compounds, 0.16% hits;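 active = inhibition over 29.93%, a cutoff 3 SD above the screen mean, later confirmed by dose response; inconclusive = inhibition over 29.93% but no dose response follow-up; inactive = inhibition at most 29.93% or unconfirmed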;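 note: 0% = low Mg2+ inducing control and 100% = high Mg2+ repressing control; strong numbers were not always called active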
West Nile antiviral – inhibition of WNV-induced cytopathic effect – cell-based, CPE readout (AID 1621). CPE inhibition, % at 10 µM; hits with a dose series show IC50 in µM. 290,000 compounds, 0.02% hits. West Nile virus-infected cells, CPE inhibition; higher % means a stronger effect; in the data active = a potency from the dose series; inconclusive = CPE inhibition mostly from about 3.7% at the one dose, without a potency; inactive = the rest, 99 in 100 with CPE inhibition below about 2.2%; note: strong numbers were not always called active
Large T inhibition – SV40 large T antigen inhibitors, biochemical (AID 1903). 310,000 compounds, 0.39% hits. SV40 large T antigen ATPase/helicase inhibition assay; higher % means a stronger effect. one-dose inhibition, % at 20 µM; IC50 in µM for titrated hits; in the data active = a potency from the dose series; inconclusive = inhibition mostly from about 32% at the one dose, without a potency; inactive = the rest, 99 in 100 with inhibition below about 32%; note: strong numbers were not always called active
human PMI inhibition – inhibitors of human PMI, primary screen, biochemical, fluorescence intensity, coupled assay (AID 1209); purified PMI enzyme, coupled fluorescence intensity; higher % means a stronger effect; inhibition, % at 20 µM; hits with a dose series show IC50 in µM; 190,000 compounds, 0.42% hits;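 note: plate controls were DMSO vehicle for no effect and wells lacking substrate for full effect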
Insulin prom up cell count – also measured in Insulin prom up; calls as there; cell count; measured here: cytotoxicity, nuclei count;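 total cells summed across four imaged fields per well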
An asterisk follows results filed as active. Cut-off read from the data, not from the text of the source, unless noted: active = inhibition above about 50%; inactive = the rest. An unsorted share of the library; any-hit rate near 1.5%.

`CCOc1cc(C2NC(=O)NC(O)(C(F)(F)F)C2C(=O)c2ccc(Cl)cc2)ccc1O` (stereo not given) gave RSV antiviral HEp-2 -2.2%, ER stress rescue -1.6%, TNAP activation fold 1.1, Insulin prom up 0.23, PMI inhibition -0.9%, PhoP inhibition 7.1%, West Nile antiviral -0.4%, Large T inhibition 4.8%, human PMI inhibition -5.1% and Insulin prom up cell count 1126.
COc1cccc(Cn2nnc(C(=O)NCCc3ccc(Cl)cc3)c2N)c1 was read as RSV antiviral HEp-2 0.2%, ER stress rescue -0.1%, TNAP activation fold 1.1, Insulin prom up 0.26, PMI inhibition 3.6%, PhoP inhibition -21.5%, West Nile antiviral 0.1%, Large T inhibition 3.4%, human PMI inhibition 6.9% and Insulin prom up cell count 955.
`COc1ccc(CC(=O)NCc2nnc(SCC(=O)Nc3ncc(C)s3)n2C)cc1` gave RSV antiviral HEp-2 2.0%, ER stress rescue -0.7%, TNAP activation fold 1, Insulin prom up 0.43, PMI inhibition -3.5%, PhoP inhibition -4.6%, West Nile antiviral -0.3%, Large T inhibition 3.8%, human PMI inhibition 9.8% and Insulin prom up cell count 1587.
For COc1cccc(OCC(O)CN2CCC(Cc3ccccc3)CC2)c1 (stereo not given) the results were RSV antiviral HEp-2 -2.8%, ER stress rescue -2.1%, TNAP activation fold 1.1, Insulin prom up -0.71, PMI inhibition 3.1%, PhoP inhibition -4.7%, West Nile antiviral -0.7%, Large T inhibition 5.8%, human PMI inhibition 4.0% and Insulin prom up cell count 840.
`CCC(=O)Nc1c2c(nn1-c1ccccc1)CSC2` gave RSV antiviral HEp-2 0.2%, PhoP inhibition 6.9%, West Nile antiviral -0.7% and Large T inhibition 9.3%.
Cc1csc(NC(=O)c2ccco2)n1 was read as RSV antiviral HEp-2 0.7%, TNAP activation fold 1.1, Insulin prom up 0.34, PMI inhibition 12.0%, PhoP inhibition -0.1%, West Nile antiviral 0.4%, Large T inhibition 0.7%, human PMI inhibition 12.8% and Insulin prom up cell count 1244.
Screening Cc1nn(C)c(C)c1CNC(=O)/C=C/c1ccccc1F returned RSV antiviral HEp-2 2.5%, ER stress rescue -1.3%, TNAP activation fold 1, Insulin prom up 0.06, PMI inhibition -0.9%, PhoP inhibition 4.1%, West Nile antiviral -0.8%, Large T inhibition 18.8%, human PMI inhibition -1.9% and Insulin prom up cell count 1284.
Screening CSc1cccc(NC(C)=O)c1 returned RSV antiviral HEp-2 2.2%, ER stress rescue 1.4%, TNAP activation fold 1, Insulin prom up 0.1, PMI inhibition 10.6%, PhoP inhibition 7.8%, West Nile antiviral 0.1%, Large T inhibition 3.9%, human PMI inhibition 8.4% and Insulin prom up cell count 1126.
For COc1ccc2cc(C(=O)NCc3ccco3)c(=O)oc2c1 the results were RSV antiviral HEp-2 2.8%, ER stress rescue -1.8%, TNAP activation fold 1.1, Insulin prom up 0.04, PMI inhibition 1.8%, PhoP inhibition -3.7%, West Nile antiviral -0.5%, Large T inhibition -0.1%, human PMI inhibition 3.7% and Insulin prom up cell count 1340.
Screening O=C1NC2c3ccccc3CC2O1 (stereo not given) returned RSV antiviral HEp-2 0.7%, PhoP inhibition -5.3%, West Nile antiviral 0.0% and Large T inhibition 2.7%.
Cc1[nH]n(-c2ccccc2)c(=O)c1/C=N/NC(=O)C(C)C was read as RSV antiviral HEp-2 1.4%, ER stress rescue 4.4%, TNAP activation fold 1.1, Insulin prom up 1.08, PMI inhibition 7.0%, PhoP inhibition 3.7%, West Nile antiviral -0.8%, Large T inhibition 7.0%, human PMI inhibition 30.5% and Insulin prom up cell count 1206.
Screening CC(C)c1ccc(C2C(C(=O)c3ccco3)=C(O)C(=O)N2CC2CCCO2)cc1 (stereo not given) returned RSV antiviral HEp-2 3.0%, PhoP inhibition 5.1%, West Nile antiviral -0.1% and Large T inhibition 2.5%.
Screening COc1ccc(OC)c(NC(=O)c2cnc(Nc3ccccc3OC)c3ccccc23)c1 returned RSV antiviral HEp-2 0.4%, ER stress rescue 0.7%, TNAP activation fold 1.1, Insulin prom up -0.15, PMI inhibition 17.8%, PhoP inhibition 9.7%, West Nile antiviral -0.8%, Large T inhibition 0.7%, human PMI inhibition 15.3% and Insulin prom up cell count 1085.
`COc1ccc(-c2noc(CCCOc3ccc(Cl)cc3Cl)n2)cc1` gave RSV antiviral HEp-2 inconclusive, ER stress rescue -2.4%, TNAP activation fold 1.1, Insulin prom up -0.29, PMI inhibition -1.0%, PhoP inhibition 12.9%, West Nile antiviral -0.6%, Large T inhibition 1.2%, human PMI inhibition 7.6% and Insulin prom up cell count 1371.
`CCOc1ccc(NC(=O)Cn2sc3nc(C)cc(C)c3c2=O)cc1` gave RSV antiviral HEp-2 3.2%, Insulin prom up -0.38, PhoP inhibition -8.5%, West Nile antiviral -0.3%, Large T inhibition >100µM* and Insulin prom up cell count 1109.
Screening COc1ccc(-n2nc(C(=O)N3CCCCC3)c3ccccc3c2=O)cc1 returned RSV antiviral HEp-2 1.2%, ER stress rescue -2.6%, TNAP activation fold 1.1, Insulin prom up 0.08, PMI inhibition -0.8%, PhoP inhibition -17.9%, West Nile antiviral 0.1%, Large T inhibition 0.5%, human PMI inhibition 4.5% and Insulin prom up cell count 1321.
`COc1cccc(OC)c1C(=O)Nc1ccnn1C` gave RSV antiviral HEp-2 0.3%, PhoP inhibition -5.6%, West Nile antiviral 0.2% and Large T inhibition 7.9%.
CS(=O)(=O)N(Cc1ccccc1)c1ccc(C(=O)NCc2ccccc2)cc1 was read as RSV antiviral HEp-2 0.8%, ER stress rescue 1.8%, TNAP activation fold 1.1, Insulin prom up 0.12, PMI inhibition 4.3%, PhoP inhibition 2.4%, West Nile antiviral 0.4%, Large T inhibition 9.9%, human PMI inhibition 9.7% and Insulin prom up cell count 893.
For CCOC(=O)CSc1ncc(OC)c(=O)[nH]1 the results were RSV antiviral HEp-2 2.6%, ER stress rescue -1.9%, TNAP activation fold 1.1, Insulin prom up -0.76, PMI inhibition 8.1%, PhoP inhibition -12.2%, West Nile antiviral -0.6%, Large T inhibition 8.8%, human PMI inhibition 8.8% and Insulin prom up cell count 1878.
CC(C)(C)c1ccc(NC(=O)N2CCCN(c3c(Cl)cncc3Cl)CC2)cc1 was read as Insulin prom up 0.07, PhoP inhibition -11.1%, West Nile antiviral -0.9%, Large T inhibition 11.5% and Insulin prom up cell count 1378.
N/C(=N\OC(=O)c1ccc(Cl)c(Cl)c1)c1ccccn1 was read as RSV antiviral HEp-2 -4.3%, ER stress rescue -3.4%, TNAP activation fold 1.1, Insulin prom up -0.53, PMI inhibition -3.1%, PhoP inhibition -7.0%, West Nile antiviral 0.1%, Large T inhibition -4.2%, human PMI inhibition -3.5% and Insulin prom up cell count 1564.
For CC(C)CC(=O)Nc1ccc2oc(-c3ccncc3)nc2c1 the results were RSV antiviral HEp-2 3.3%, ER stress rescue -0.5%, TNAP activation fold 1.2, Insulin prom up 0.37, PMI inhibition -0.8%, PhoP inhibition 2.6%, West Nile antiviral 0.2%, Large T inhibition 8.8%, human PMI inhibition -5.6% and Insulin prom up cell count 1253.
`CN(C(=O)CSC1=NC2C(N=N1)c1cc(Br)ccc1N2C)C1CCCCC1` (stereo not given) gave RSV antiviral HEp-2 1.4%, ER stress rescue 1.3%, TNAP activation fold 1, Insulin prom up 0.05, PhoP inhibition 4.6%, West Nile antiviral -0.6%, Large T inhibition 5.5% and Insulin prom up cell count 1138.
For Cc1noc(C)c1CCC(=O)N1CCCC(CCC(=O)NCc2ccccc2F)C1 (stereo not given) the results were RSV antiviral HEp-2 2.5%, ER stress rescue 1.3%, TNAP activation fold 1.1, PMI inhibition 4.7%, PhoP inhibition 5.0%, West Nile antiviral -0.8%, Large T inhibition -1.2% and human PMI inhibition -2.6%.
`O=C(O)C1C2CCC(O2)C1C(=O)Nc1ccc(Cl)cc1F` (stereo not given) gave RSV antiviral HEp-2 3.4%, PhoP inhibition -2.2%, West Nile antiviral -0.2% and Large T inhibition 5.3%.
`CN(C)CCCN(C(=O)c1cc2ccccc2oc1=O)c1nc2c(F)cccc2s1` gave RSV antiviral HEp-2 1.6%, ER stress rescue 2.3%, TNAP activation fold 1.1, Insulin prom up -0.53, PMI inhibition -10.3%, PhoP inhibition -11.3%, West Nile antiviral 1.1%, Large T inhibition 0.6%, human PMI inhibition 7.5% and Insulin prom up cell count 1504.
COc1cc(Cl)cc(C=O)c1OCC(=O)O was read as RSV antiviral HEp-2 -1.4%, ER stress rescue -1.5%, TNAP activation fold 1.1, Insulin prom up -0.22, PMI inhibition -0.1%, PhoP inhibition 11.4%, West Nile antiviral -0.2%, Large T inhibition 3.4%, human PMI inhibition 2.6% and Insulin prom up cell count 1437.
Cc1ccc(-c2nc(CSCC(=O)NC3CCN(Cc4ccccc4)CC3)c(C)o2)cc1 was read as RSV antiviral HEp-2 7.1%, PhoP inhibition 1.6%, West Nile antiviral -1.3% and Large T inhibition 4.2%.
`CC(=O)C1=C(O)C(=O)N(c2ccc(Br)cc2)C1c1ccc(Cl)cc1` (stereo not given) gave RSV antiviral HEp-2 20.9%, PhoP inhibition -0.5%, West Nile antiviral -1.2% and Large T inhibition 9.6%.
For Cc1csc(SCc2nnc(-c3ccccc3Br)o2)n1 the results were RSV antiviral HEp-2 13.1%, ER stress rescue -1.6%, TNAP activation fold 1.1, Insulin prom up -0.24, PMI inhibition 1.6%, PhoP inhibition 0.2%, West Nile antiviral -1.1%, Large T inhibition -1.6%, human PMI inhibition 0.6% and Insulin prom up cell count 1484.
Oc1nc(Nc2ccc(Cl)cc2Cl)sc1/C=C1\C=Nc2ccccc21 was read as RSV antiviral HEp-2 11.9%, ER stress rescue 3.8%, TNAP activation fold 1.2, Insulin prom up -0.11, PMI inhibition -2.6%, PhoP inhibition -1.7%, West Nile antiviral 0.7%, Large T inhibition 5.9%, human PMI inhibition 0.2% and Insulin prom up cell count 1488.
For CCO[C@H]1OC(C(=O)N2CCN(Cc3ccc4c(c3)OCO4)CC2)=C[C@@H](c2cn(C(C)=O)c3ccccc23)[C@@H]1CCCO the results were RSV antiviral HEp-2 12.3%, ER stress rescue 0.7%, TNAP activation fold 1.1, Insulin prom up -0.71, PMI inhibition 8.3%, PhoP inhibition -2.6%, Large T inhibition 7.7%, human PMI inhibition 21.8% and Insulin prom up cell count 1359.
For O=C(O)C1C2CCC(O2)C1C(=O)Nc1ccccc1Br (stereo not given) the results were RSV antiviral HEp-2 3.1%, PhoP inhibition -9.4%, West Nile antiviral -0.6% and Large T inhibition 10.2%.
Screening CC1CCCCC1NC(=O)C1CC(=O)N(Cc2ccccc2)C1 (stereo not given) returned RSV antiviral HEp-2 1.4%, PhoP inhibition 6.8%, West Nile antiviral -0.1% and Large T inhibition 9.5%.
